MsrA inhibitor: bovine MsrA enzyme inhibitors, primary screen, biochemical, absorbance, HTS. inhibition, % at 15.5 µM. 0.75% of 360,000 active. purified bovine MsrA, absorbance read-out; in the data active = inhibition above about 4.5%;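 also: 0% = vehicle wells with enzyme and 100% = reference inhibitor wells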
CendR NRP1 mod: modulators of CendR peptide binding to NRP-1, primary screen, biochemical, fluorescence polarization, uHTS; FAM-RPARPAR peptide binding to NRP-1; inhibition, % at 25 µM; 0.85% of 360,000 active;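 active = inhibition or corrected inhibition above about 18%, plus a signal ratio from 0.5 to 1.5, limit read from the data, passing the limit was not always enough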; also: strong numbers were not always called active
Rin1 Abl inh: inhibitors of Rin1-Abl protein binding, primary screen, biochemical, TR-FRET; Tyrosine-protein kinase ABL1 (Homo sapiens) + Ras and Rab interactor 1 (Homo sapiens), …; inhibition, % at 7.35 µM; 0.4% of 360,000 active; in the data active = inhibition above about 5%, passing the limit was not always enough
FAS-TE inh: FAS thioesterase domain inhibitors, primary screen, biochemical, fluorescence intensity, uHTS; Fatty acid synthase (Homo sapiens), P49327; recombinant FAS-TE, OMFH fluorogenic substrate, fluorescence endpoint; inhibition, % at 15 µM; 0.67% of 360,000 active; AID 602261, 2012;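 active = compounds whose normalised, plate-corrected inhibition of enzyme fluorescence in the single-dose primary screen is 50% or more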;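 also: 0% = DMSO with enzyme and 100% = substrate without enzyme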
MT1-MMP act inh: blockers of MT1-MMP proenzyme processing, primary screen, HT1080 RFP-PRO-GFP cells, GFP/RFP fluorescence. Matrix metalloproteinase-14 (Homo sapiens), P50281. GFP/RFP ratio fluorescence, overnight; percent of plate control window, DMSO zero. GFP/RFP ratio change, % at 20 µM. 0.061% of 360,000 active. AID 651647, 2012;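 active = GFP/RFP ratio change of at least 30% with cell ATP level not reduced by more than half and red fluorescence within 50% of control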; also: strong numbers were not always called active
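system = RFP-PRO-GFP reporter HT1080 cells | dosing = 20 µM single dose, 1% DMSO | timing = overnight cell settling, then overnight compound exposure, 37 °C, 5% CO2 | read-out basis = GFP/RFP fluorescence ratio | controls = DMSO and RFP-L50D-GFP cell wells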
Neddyl block: inhibitors of cullin neddylation, primary screen, biochemical, TR-FRET, uHTS, NAE and Ubc12; NEDD8-conjugating enzyme Ubc12 (Homo sapiens) + NEDD8-activating enzyme E1 regulatory …; calls only at 25 µM; 0.58% of 360,000 active; in the data active = inhibition above about 36%
SKN-1 inh: suppressors of acrylamide-induced Pgst-4::GFP reporter in worms, primary screen, SKN-1 inhibitor project, whole organism, uHTS, GFP/RFP fluorescence ratio, strain VP596; C. elegans VP596 Pgst-4::GFP/RFP ratio, 24 h; inhibition, % at 21.8 µM; 0.49% of 360,000 active; AID 624304, 2012;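 active = interference check ratio from 0.5 to 1.5 plus GFP to RFP signal ratio inhibition reaching or exceeding a fixed threshold, cut at about 30% in these data, passing the limit was not always enough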; also: some compounds called inactive have numbers as strong as hits
bovine MsrA act: bovine MsrA enzyme activators, primary screen, biochemical, absorbance, HTS | 0.3% of 360,000 active | purified bovine MsrA, absorbance read-out | AID 602163, 2012 | Methionine sulfoxide reductase A (Bos taurus) | activation, % at 10.6 µM; in the data active = activation above about 7.5%;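 also: 0% = vehicle and 100% = reference activator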
E coli Lon inh: inhibitors of E. coli Lon protease, primary screen, biochemical, fluorescence polarization; P0A9M0; purified E. coli Lon protease; inhibition, % at 7.94 µM; 0.42% of 360,000 active; AID 602123, 2011; in the data active = inhibition above about 13%, passing the limit was not always enough;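 also: 0% = enzyme with probe and DMSO and 100% = no enzyme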
Target sequence (P0A9M0 whole entry, looked up): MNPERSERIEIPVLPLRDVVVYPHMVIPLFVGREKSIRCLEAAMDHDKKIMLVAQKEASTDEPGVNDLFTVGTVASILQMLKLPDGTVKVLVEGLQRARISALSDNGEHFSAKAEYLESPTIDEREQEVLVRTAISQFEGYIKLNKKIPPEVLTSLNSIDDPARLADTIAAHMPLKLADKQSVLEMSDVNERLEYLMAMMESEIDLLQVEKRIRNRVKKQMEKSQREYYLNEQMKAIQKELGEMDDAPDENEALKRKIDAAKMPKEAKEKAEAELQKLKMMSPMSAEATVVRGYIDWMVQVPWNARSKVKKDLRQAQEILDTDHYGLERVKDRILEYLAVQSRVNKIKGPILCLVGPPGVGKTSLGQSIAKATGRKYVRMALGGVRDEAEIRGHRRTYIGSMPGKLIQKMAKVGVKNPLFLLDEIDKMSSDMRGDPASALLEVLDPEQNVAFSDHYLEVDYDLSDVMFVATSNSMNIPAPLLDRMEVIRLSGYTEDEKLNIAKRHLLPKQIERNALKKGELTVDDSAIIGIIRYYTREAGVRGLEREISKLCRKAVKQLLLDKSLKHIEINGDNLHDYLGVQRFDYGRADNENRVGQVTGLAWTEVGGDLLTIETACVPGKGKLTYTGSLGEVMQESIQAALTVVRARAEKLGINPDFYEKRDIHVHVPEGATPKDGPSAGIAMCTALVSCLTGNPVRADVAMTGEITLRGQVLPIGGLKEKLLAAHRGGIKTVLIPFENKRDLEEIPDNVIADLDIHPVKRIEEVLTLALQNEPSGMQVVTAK
* hit, by the source's call; i = inactive; / = not tested or not shown. No enrichment for hits; overall some 4.2% were active at least once.

mol,MsrA inhibitor,CendR NRP1 mod,Rin1 Abl inh,FAS-TE inh,MT1-MMP act inh,Neddyl block,SKN-1 inh,bovine MsrA act,E coli Lon inh
O=C(Nc1nnc(C2CCCCC2)s1)c1ccc(Br)s1,0.5,8,1,-2,2,i,-1,-5,-1
COc1ccc(N(CC(=O)NC2CC3CCC2C3)S(=O)(=O)c2ccc(C)c([N+](=O)[O-])c2)cc1 (configuration not stated),-0.1,5,4,23,-7,i,5,-2,-10
CCc1c(C)sc(NC(=O)c2cc(-c3ccc(OC)c(OC)c3)on2)c1C#N,-0.7,-7,-1,-4,6,i,10,-1,0
CCSc1nnc(-c2cccnc2)n1-c1ccc(C)c(Cl)c1,-0.1,11,4,-6,-1,i,1,-7,-10
Cn1c(=O)c2c(ncn2CC(=O)Nc2ccc(Cl)cc2Cl)n(C)c1=O,0.2,13,-1,-4,-3,i,-5,-3,-3
CCN(CC)CCn1c(OC)cc(=O)[nH]c1=O,-0.7,8,-3,-6,2,i,27,-1,-11
CCN(CC)CCNC(=S)Nc1ccc(Cl)cc1,0.3,-4,3,-5,2,i,11,-2,-7
Cc1[nH]c2ccccc2c1C(=O)COC(=O)c1ccc([N+](=O)[O-])s1,-0.8,0,-6,38,4,i,8,5,-7
NC1=NC(c2cn[nH]c2-c2cccc(F)c2)n2c(nc3ccccc32)N1 (configuration not stated),0.4,3,4,-6,2,i,6,-3,-3
O=C(CCN1C(=O)C2CC=CCC2C1=O)NC1CCCCC1 (configuration not stated),-0.6,2,1,-1,-3,i,6,-3,-3
CCN(C(=O)COC(=O)c1ccccc1NC(=O)c1ccco1)C1CCS(=O)(=O)C1 (configuration not stated),1.9,6,1,-4,-4,i,4,-2,10
Cc1ccc(Cc2c(-c3ccco3)nc3c(C)cc(Br)cn23)cc1,-0.2,-28,-44,15,-5,i,11,-10,2
Cc1ccc2sc(N(CCCN(C)C)C(=O)c3ccc(S(=O)(=O)N(C)C)cc3)nc2c1C,1.6,6,7,-1,-2,i,11,-2,4
CCOc1ccc(N(C)C(=O)CCc2nnc3ccc(N4CCCCC4)nn23)cc1,0.0,4,-2,-5,-6,i,4,-2,0
Cc1cccc(NC(=O)c2cc([N+](=O)[O-])ccc2Cl)c1O,0.2,6,0,47,-2,i,19,-3,7
CC1N/C(=C\C(=O)c2ccccc2)N(O)C1(C)C (configuration not stated),1.9,3,-3,-8,1,i,2,-3,-9
CCOC(=O)c1ccc(N2CCN(c3ccc(F)cc3)CC2)c(NC(=O)Nc2cccc(OC)c2)c1,-1.0,6,0,31,5,i,0,3,1
O=C(N=Nc1c(O)[nH]c2ccc([N+](=O)[O-])cc12)c1ccccc1[N+](=O)[O-],2.2,-7,-6,7,-2,i,-9,-2,6
CCCS(=O)(=O)NC(=O)C1(C)CCCN(C(=O)c2cccs2)C1 (configuration not stated),0.1,3,-2,-5,1,i,14,-2,3
CC(C)C1Cc2[nH]c(=S)[nH]c(=O)c2C(c2ccc(F)cc2)O1 (configuration not stated),-0.1,6,-4,-7,2,i,-7,-1,-9
CCN1CCc2c(C#N)c(N3CCOCC3)nc(N3CCOCC3)c2C1,0.7,7,-1,-8,2,i,-9,-3,-7
CCC(C(=O)NC1CC1)n1nc(C)c2c(C)n(-c3ccc(C)cc3)nc2c1=O (configuration not stated),0.1,-2,0,-6,6,i,-6,-10,-3
COc1ccc([C@H]2C(C(=O)O)=C[C@@H](CC3CCCC3)N2S(=O)(=O)c2ccc(C)cc2)cc1OC,-0.2,-9,-2,1,4,i,-2,-5,-6
CC(=O)Nc1ccc(NC(=O)c2ccc(Cl)c(S(=O)(=O)N3CCc4ccccc43)c2)cc1,0.9,-2,1,4,-11,i,4,0,-5
O=C(/C=C/c1ccc2c(c1)OCO2)Nc1cc(S(=O)(=O)N2CCOCC2)ccc1N1CCOCC1,2.1,7,-2,20,8,i,5,-3,-2
CC(NC(=O)c1ccc(S(=O)(=O)N(C)C)cc1)c1ccc(-n2ccnc2)cc1 (configuration not stated),-0.9,15,-2,-2,-1,i,-6,-4,7
N#CC1=C(SCc2ccccc2)NC(=O)CC1c1ccco1 (configuration not stated),-0.8,-23,-4,-6,-2,i,6,1,8
O=C(CCc1ccc(S(=O)(=O)N2CCOCC2)cc1)Nc1ccc(F)cc1[N+](=O)[O-],-1.2,3,-2,2,3,i,-3,-2,2
CCC(C)(C)NC(=O)C(c1ccc(OC)cc1)N(C(=O)CCC(=O)Nc1cc(C)on1)c1ccccc1OC (configuration not stated),-0.4,3,-2,-6,-2,i,11,2,1
CCn1cc(C(=O)NC2CCCC2)c(=O)c2cc(S(=O)(=O)N3CCOCC3)ccc21,1.5,-4,-3,-1,-8,i,2,-2,4

Quoted at random: 3 records from the list
mol,MsrA inhibitor,CendR NRP1 mod,Rin1 Abl inh,FAS-TE inh,MT1-MMP act inh,Neddyl block,SKN-1 inh,bovine MsrA act,E coli Lon inh
O=C(CCc1ccc(S(=O)(=O)N2CCOCC2)cc1)Nc1ccc(F)cc1[N+](=O)[O-],-1.2,3,-2,2,3,i,-3,-2,2
Cn1c(=O)c2c(ncn2CC(=O)Nc2ccc(Cl)cc2Cl)n(C)c1=O,0.2,13,-1,-4,-3,i,-5,-3,-3
Cc1cccc(NC(=O)c2cc([N+](=O)[O-])ccc2Cl)c1O,0.2,6,0,47,-2,i,19,-3,7

More structures:
mol,MsrA inhibitor,CendR NRP1 mod,Rin1 Abl inh,FAS-TE inh,MT1-MMP act inh,Neddyl block,SKN-1 inh,bovine MsrA act,E coli Lon inh
Cc1oc(-c2ccccc2)cc1C(=O)NC(Cc1c[nH]c2ccccc12)C(=O)O (configuration not stated),-0.6,18,-1,-2,0,i,12,-5,-13
COc1ncccc1C(=O)N1CCCC(C(=O)Nc2cccc(-c3ccc(F)cc3)c2)C1 (configuration not stated),1.8,18,1,-1,-2,i,26,-3,-15
CC1(C)CC(=O)C2=C(C1)NC(=S)C(C#N)C21CCCCC1 (configuration not stated),1.6,12,3,-1,4,i,1,-2,-6
O=C(NCCO)c1nc2ccccc2s1,1.0,-7,2,-4,-3,i,-2,-4,-7
COc1ccc(-c2nc3ccccc3n2Cc2ccc(C)cc2)cc1,-0.3,-7,-6,15,3,i,12,-6,0
COc1ccc(-c2ccc(CCC(=O)O)n2CC(=O)Nc2ccccc2C)cc1,1.2,10,2,-1,0,i,12,0,-7
CCOC(=O)c1ccc([N+](=O)[O-])cc1NC(C)=O,0.2,-3,-1,-6,-1,i,10,-2,-7
CCC(NC(=O)C(C)NC)C(=O)N1CCCC1C(=O)NC1CCCc2ccccc21 (configuration not stated),-0.3,16,2,-13,12,i,-4,-1,0
C#CCOCCOCCOCCNc1nc(N2CCN(C(=O)Cn3cc(CCO)nn3)CC2)nc(N2CCN(C(=O)[C@H]([C@@H](C)CC)n3cc(CCCN=C(N)N)nn3)CC2)n1,0.7,-1,3,-7,-1,i,15,0,2
CC1CCN(C(=O)C2CCN(S(=O)(=O)N3CCC4(CC3)OCCO4)CC2)CC1,-1.1,7,2,-4,2,i,-3,-1,-2
CCN1C(=O)CC(c2ccco2)Sc2ccccc21 (configuration not stated),-0.4,-15,1,-2,7,i,1,-5,-5
Cc1cc(C)nc(NC(=NCCc2c[nH]c3ccccc23)NC(=O)c2ccco2)n1,0.3,1,3,21,2,i,3,0,1
CC1(C)CC(=O)C2=C(C1)N(c1ccccc1)C(N)=C(C#N)C2c1ccccc1 (configuration not stated),-0.3,-13,3,0,-3,i,-10,-10,4
Cn1nc(-c2ccc(Cl)cc2)c2cc(C(=O)N3CCN(C(=O)c4ccco4)CC3)sc21,-0.6,4,0,6,-3,i,-12,-1,2
Cn1nnnc1SCC(=O)c1ccc2c(c1)OCCO2,0.8,7,2,-3,-3,i,7,-4,8
Cc1ccc(S(=O)(=O)/N=C(/Nc2ccc([N+](=O)[O-])cc2)c2ccccc2)cc1,2.9,7,-2,30,/,i,-1,-13,4
Cc1ccc(S(=O)(=O)N2CCN(S(=O)(=O)N3CCOCC3)CC2)cc1,-1.4,0,0,-13,8,i,6,-4,-9
C=CC[n+]1c(-c2ccc(C)cc2)csc1Nc1c(C)n(C)n(-c2ccccc2)c1=O,-0.2,2,-1,-3,0,i,5,-1,2
Cc1ccccc1OCc1nnc(SCC(=O)Nc2c(C)n(C)n(-c3ccccc3)c2=O)n1-c1ccccc1,-0.7,-1,4,-7,2,i,6,-11,-3
CCN(CC)CCn1c(=S)[nH]c2cc(C(=O)N3CC(C)CC(C)C3)ccc2c1=O (configuration not stated),1.2,6,1,-6,0,i,9,-3,0
CCOC(=O)Cc1nnc(Nc2cccc(C)c2)c2ccccc12,1.9,4,0,-7,0,i,-4,-12,0
O=S(=O)(Nc1ccccn1)c1ccc(C2CCCCC2)cc1,0.9,-14,3,2,10,i,-3,-8,-5
O=C(CSc1ncn[nH]1)c1cccc([N+](=O)[O-])c1,0.4,-8,-1,-5,1,i,6,0,-6
O=C(c1ccccc1Cl)N1CCN(c2ccccn2)CC1,-0.1,1,-2,-7,2,i,-11,4,-1
C=CCSc1nc(C)c(CCC(C)C)c(=O)[nH]1,-0.3,1,0,-3,2,i,-3,-1,0
CN1CCN(CC(=O)Nc2ccccc2Oc2ccccc2)CC1,0.7,2,-2,-6,-4,i,7,-3,7
CSc1ccccc1NC(=O)COC(=O)c1cnc(C)cn1,1.2,-4,1,-8,1,i,7,-5,9
COc1ccc(NC(=O)C2CC(c3ccc(Cl)cc3)=NO2)cc1OC (configuration not stated),0.9,2,-1,7,4,i,14,0,-13
CCCCN1CC(COCc2ccccc2)Oc2ccccc2S1(=O)=O (configuration not stated),-0.5,-8,-5,28,2,i,23,-2,-5
CC(NC(=O)c1cccs1)c1nnc(SCc2ccc(Cl)cc2Cl)n1C (configuration not stated),-0.4,-10,-3,-5,-1,i,-1,0,-4

Next records follow:
mol,MsrA inhibitor,CendR NRP1 mod,Rin1 Abl inh,FAS-TE inh,MT1-MMP act inh,Neddyl block,SKN-1 inh,bovine MsrA act,E coli Lon inh
Cc1cccc(N2C(=O)CC(N3CCC(c4nc5ccccc5[nH]4)CC3)C2=O)c1 (configuration not stated),0.4,-4,-4,-4,0,i,-26,-4,-11
Cn1c(=O)[nH]c(=O)c2c1nc(N/N=C/c1cccnc1)n2Cc1ccc(Cl)cc1,-0.4,2,2,2,5,/,-9,-2,1
CN(CC(=O)Nc1ccc(N2CCOCC2)cc1)C(=O)C1CCCC1,1.7,1,1,-4,5,i,-7,0,-2
O=C(NCCN1CCOCC1)C1CC(=O)N(c2ccc(F)cc2)C1 (configuration not stated),0.9,3,-2,-5,1,i,-3,-2,-1
Cc1cccc(CCNS(=O)(=O)c2cnc[nH]2)c1,-0.7,-6,-6,-12,-6,i,1,-1,-1
CCC(CC)COC(=O)C(C#N)c1nc2ccccc2nc1N1CCOCC1 (configuration not stated),0.5,-10,-5,30,-13,i,-12,-7,4
Cc1cc(C)c2sc(N(CCN(C)C)C(=O)c3c(F)cccc3F)nc2c1,-0.5,-10,-2,19,2,i,-2,4,-13

Bioassay records (PubChem BioAssay)
